Screening data: PubChem BioAssay, several laboratories
PfHsp40 yeast – rescue of yeast from PfHsp40 toxicity, primary screen, S. cerevisiae, ATP luminescence; growth rescue, % at 12.5 µM; 0.68% of 340,000 active; S. cerevisiae expressing PfHsp40, growth rescue; in the data active means growth rescue above about 28%, passing the limit was not always enough;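 further: yeast W303a lacking pdr1 and pdr3 grown in galactose medium; growth measured after three days at 30 °C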
MazF activator – activators of E. coli MazEF toxin-antitoxin RNase, primary screen, biochemical, fluorescence, uHTS; Endoribonuclease toxin MazF (Escherichia coli (strain K12)), P0AE70; FAM/BHQ RNA-DNA oligo cleavage fluorescence, 5 h; activation, % at 20 µM; 0.32% of 350,000 active; AID 504720, 2011; in the data active means activation above about 50%
Target sequence (P0AE70 whole entry, looked up): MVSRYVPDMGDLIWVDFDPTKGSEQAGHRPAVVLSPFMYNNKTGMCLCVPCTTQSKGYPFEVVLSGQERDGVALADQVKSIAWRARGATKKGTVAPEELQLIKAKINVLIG
SSB-PriA inh – inhibitors of Klebsiella pneumoniae PriA binding to SSB C-terminal tail, primary screen, biochemical, AlphaScreen | inhibition, % at 33 µM | AID 1272365, 2023 | 0.6% of 430,000 active | AlphaScreen SSBct-PriA binding, biotinylated peptide | PriA–SSB C-terminal tail interaction (Klebsiella pneumoniae); in the data active means inhibition mostly above about 37%, no sharp cut-off; inactive means mostly below about 20%;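 further: plate controls were negative control peptide for no effect and reference peptide for full effect; strong numbers were not always called active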
Rv3671c inh – Rv3671c serine protease inhibitors, primary screen, biochemical, fluorescence polarization, M. tuberculosis H37Rv; 0.048% of 320,000 active; inhibition, % at 5.96 µM; P9WHR9; in the data active means inhibition above about 38%;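 further: extracellular domain of Rv3671c used as enzyme; 0% = enzyme with DMSO and 100% = no enzyme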
Vc quorum ag – inducers of Vibrio cholerae quorum light production without autoinducers, primary screen, BH1578 luxS cqsA deficient, single point | V. cholerae BH1578 lux reporter, luminescence, 6 h | 0.16% of 350,000 active | AID 588436, 2011 | activation, % at 18.7 µM; in the data active means activation mostly above about 9.7%, no sharp cut-off; further: not every result past the cut was called active; inactives centre near 0; reference of the scale not given here
Y pestis TopoI – Yersinia pestis topoisomerase I inhibitors, primary screen, biochemical, cleavage product accumulation, plate reader, single point. activity, % at 10 µM. 0.064% of 360,000 active. DNA topoisomerase I (Yersinia pestis CO92). Y. pestis Topo-I cleavage product accumulation. AID 504884, 2011; in the data active means activity above about 50%, passing the limit was not always enough; further: inactives centre near 2
SARS 3CLpro inh – SARS-CoV 3CLpro protease inhibitors, primary screen, biochemical, quenched FRET; Replicase polyprotein 1ab (Severe acute respiratory syndrome coronavirus), P0C6X7; recombinant SARS-CoV 3CLpro, quenched FRET peptide cleavage; inhibition, % at 6 µM; 0.14% of 290,000 active; in the data active means inhibition above about 12%
DUSP3 inh – VHR1 phosphatase inhibitors, primary screen, biochemical, absorbance, uHTS. Dual specificity protein phosphatase 3 (Homo sapiens), P51452. recombinant VHR phosphatase, pNPP absorbance. inhibition, % at 13.3 µM. 0.52% of 290,000 active. AID 1654, 2009; in the data active means inhibition above about 50%; further: some compounds called inactive have numbers as strong as hits
TcdB GH inh – TcdB glycohydrolase inhibitors, primary screen, biochemical, single point, plate reader | inhibition, % at 9.99 µM | TcdB glycohydrolase enzymatic assay | Toxin B (Clostridioides difficile), P18177 | 0.24% of 350,000 active; in the data active means inhibition above about 10%
Anthrax LF prot – Bacillus anthracis LF protease inhibitors, primary screen, biochemical, multiplex microsphere, MLPCN library. Lethal factor (Bacillus anthracis), P15917. multiplex microsphere protease cleavage assay. inhibition, % at 10 µM. 0.12% of 360,000 active; in the data active means inhibition above about 30%; further: plate controls were buffer without enzyme for full effect and enzyme alone for no effect
Target sequence (P15917 whole entry, looked up): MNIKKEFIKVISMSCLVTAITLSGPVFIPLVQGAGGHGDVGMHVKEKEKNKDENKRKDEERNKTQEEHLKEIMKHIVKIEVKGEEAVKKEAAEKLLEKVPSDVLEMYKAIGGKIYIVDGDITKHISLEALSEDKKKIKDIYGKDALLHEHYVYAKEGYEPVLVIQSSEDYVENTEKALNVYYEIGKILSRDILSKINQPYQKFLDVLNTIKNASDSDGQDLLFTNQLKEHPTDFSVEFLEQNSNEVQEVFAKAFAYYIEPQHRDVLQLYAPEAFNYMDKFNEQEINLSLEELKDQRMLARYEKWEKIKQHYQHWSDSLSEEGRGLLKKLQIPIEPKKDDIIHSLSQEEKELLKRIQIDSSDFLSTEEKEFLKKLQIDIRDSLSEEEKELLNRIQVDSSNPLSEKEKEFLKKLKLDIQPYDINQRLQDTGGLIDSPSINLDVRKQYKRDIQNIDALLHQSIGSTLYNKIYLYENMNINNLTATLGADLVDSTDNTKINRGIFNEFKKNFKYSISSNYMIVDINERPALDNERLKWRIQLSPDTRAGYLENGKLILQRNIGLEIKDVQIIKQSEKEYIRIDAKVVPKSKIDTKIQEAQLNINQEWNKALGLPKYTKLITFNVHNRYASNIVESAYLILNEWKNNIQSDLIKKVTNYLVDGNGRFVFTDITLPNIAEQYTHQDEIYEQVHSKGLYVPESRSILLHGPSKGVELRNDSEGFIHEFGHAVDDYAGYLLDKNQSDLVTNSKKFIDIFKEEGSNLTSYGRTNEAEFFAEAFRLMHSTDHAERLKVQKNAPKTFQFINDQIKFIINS
The depositor's hits bear a star; i = inactive; · = no result given; & = joins results of further samples. This is a subset, so the mix of outcomes need not match the whole.

SMILES	PfHsp40 yeast	MazF activator	SSB-PriA inh	Rv3671c inh	Vc quorum ag	Y pestis TopoI	SARS 3CLpro inh	DUSP3 inh	TcdB GH inh	Anthrax LF prot
Cc1ccc(-c2nc(CSCC(=O)NCCN3CCN(Cc4ccccc4)CC3)c(C)o2)cc1	0.1	-5	0	8	-1.4	35	7	25	·	-3
O=C1/C(=C\c2ccc(O)cc2)SC(=S)N1c1cccnc1	0.2	-387	-12	-1	-0.2	-6	0	4	0.3	-2
CCCC1CCC(C(=O)n2nc(N)c3cc4ccc(OC)cc4nc32)CC1 (stereo not given)	-0.1	12	-21	6	-0.3	3	-7	15	-2.7	4
CCOC(=O)C1=C(C)NC(=O)NC1c1cccnc1 (stereo not given)	-0.2	-1	-7	6	-1.2	-5	4	7	·	-1
CCO[C@H]1OC(C(=O)N2CCN(Cc3ccccc3)CC2)=C[C@@H](c2ccccc2)[C@@H]1CCCO	0.7	4	-3	5	0.6	24	4	16	-0.5	-4
CCCn1c(SCC(=O)Nc2cccnc2Cl)n[nH]c1=O	-0.2	3	-10	-8	3.9	-1	·	·	1.4	-2
COc1ccc(-c2ccc(CN3C(C(C)C)C(=O)N(Cc4cn(CC5CCCCC5)nn4)CCS3(=O)=O)cc2)cn1 (stereo not given)	·	-8	·	·	i	20	·	·	0.6	-4
CC(C)C(=O)N=c1sc2cc(F)cc(F)c2n1C	-1.2	0	-15	-3	-0.6	9	-3	8	3.8	-17
NC(=O)CN(Cc1ccccc1)S(=O)(=O)c1ccc2c(c1)OCCO2	0.1	7	-7	-10	0.0	-9	-2	12	0.0	-1
O=C(OC1CCCCC1=O)c1cccc(S(=O)(=O)N2CCCCC2)c1 (stereo not given)	0.6	4	-4	8	-2.5	1	·	·	2.0	-2
CC(C)c1ccccc1-n1c(SCC(=O)N2CCN(c3ccccc3)CC2)nnc1-c1cccnc1	0.3	-3	8	2	i	21	4	32	·	3
O=C(CCSc1nnc(-c2ccccc2)o1)N1CCOCC1	-1.2	-4	-12	-7	0.3	-3	5	-10	1.7	-2
Cc1ccc2c(c1)CCCN2C(=O)CCc1nc2ccccc2c(=O)[nH]1	-1.6	-22	-1	6	i	16	·	·	1.0	-2
Cc1[nH][nH]c(=O)c1N=Nc1ccc(Br)c(Cl)c1	-0.5	-1	-3	2	-0.5	4	·	·	0.9	-9
COCCN(C(=O)Cc1cccs1)C(C(=O)NCc1ccc(OC)cc1)c1ccccc1 (stereo not given)	0.0	-5	-2	-6	i	-2	-9	9	·	-3
CCC(C)Sc1nc2ccccc2n1CC(=O)O (stereo not given)	1.1	3	-5	2	i	5	3	37	·	-4
O=C(Cn1cnc2ccccc2c1=O)Nc1ccc2c(c1)OCCO2	0.8	3	-10	3	-0.6	2	-10	4	·	-4
CCOC(=O)C(CCCOc1ccc(C)cc1)C(=O)OCC	0.6	-2	-53	7	-0.5	21	-2	12	·	-4
CC(C)=CCc1c(O)cc(O)c2c(=O)c(O[C@@H]3O[C@@H](C)[C@H](O)[C@@H](O)[C@H]3O)c(-c3ccc(O)cc3)oc12	4.2	8	22	-33	-0.5	-9	·	·	·	-4
CC(=O)c1ccc(C(=O)N2CCC(CO)(Cc3cccc(C(F)(F)F)c3)CC2)cc1	1.2	-2	-8	2	i	9	1	53*	3.1	-6
CC1CCCCC1NC(=O)c1cc2c(s1)CS(=O)(=O)C2 (stereo not given)	-0.6	2	1	-4	i	-6	1	-9	·	1
CC(=O)c1ccc(OCCCC(=O)NC(C)c2ccc(S(N)(=O)=O)cc2)cc1 (stereo not given)	-1.6	-6	-11	0	3.6	6	4	-4	0.9	-4
O=C(NN=C1c2ccccc2-c2ccccc21)c1ccccn1	1.8	24	-1	-8	i	0	-2	-8	0.0	-3
Cc1cccc(NC(=O)CSc2nnc(CCCCCNC(=O)OC(C)(C)C)o2)c1C	-0.1	-5	-18	6	6.2	21	-1	4	·	-1

4 compounds out of the list, sorted by molar mass, high to low.
SMILES	PfHsp40 yeast	MazF activator	SSB-PriA inh	Rv3671c inh	Vc quorum ag	Y pestis TopoI	SARS 3CLpro inh	DUSP3 inh	TcdB GH inh	Anthrax LF prot
CC(C)=CCc1c(O)cc(O)c2c(=O)c(O[C@@H]3O[C@@H](C)[C@H](O)[C@@H](O)[C@H]3O)c(-c3ccc(O)cc3)oc12	4.2	8	22	-33	-0.5	-9	·	·	·	-4
COCCN(C(=O)Cc1cccs1)C(C(=O)NCc1ccc(OC)cc1)c1ccccc1 (stereo not given)	0.0	-5	-2	-6	i	-2	-9	9	·	-3
CC(=O)c1ccc(C(=O)N2CCC(CO)(Cc3cccc(C(F)(F)F)c3)CC2)cc1	1.2	-2	-8	2	i	9	1	53*	3.1	-6
CC1CCCCC1NC(=O)c1cc2c(s1)CS(=O)(=O)C2 (stereo not given)	-0.6	2	1	-4	i	-6	1	-9	·	1

Record cards (already shown). Screens in order: PfHsp40 yeast | MazF activator | SSB-PriA inh | Rv3671c inh | Vc quorum ag | Y pestis TopoI | SARS 3CLpro inh | DUSP3 inh | TcdB GH inh | Anthrax LF prot
Profile of CCCn1c(SCC(=O)Nc2cccnc2Cl)n[nH]c1=O : -0.2 | 3 | -10 | -8 | 3.9 | -1 | · | · | 1.4 | -2
Profile of CC(=O)c1ccc(OCCCC(=O)NC(C)c2ccc(S(N)(=O)=O)cc2)cc1 (stereo not given) : -1.6 | -6 | -11 | 0 | 3.6 | 6 | 4 | -4 | 0.9 | -4

Additional entries follow.
SMILES	PfHsp40 yeast	MazF activator	SSB-PriA inh	Rv3671c inh	Vc quorum ag	Y pestis TopoI	SARS 3CLpro inh	DUSP3 inh	TcdB GH inh	Anthrax LF prot
CC(CN(C)Cc1ccccc1)OC(=O)c1ccccc1F (stereo not given)	-0.4	-5	-44	5	-1.4	-1	0	21	·	-1
CC1CCCC(NC(=O)COC(=O)c2ccc3ccccc3n2)C1C (stereo not given)	-0.2	-7	-12	-1	-0.7	4	-1	35	·	1
COC(=O)C(F)(F)Sc1c(C)[nH]c2ccccc12	1.2	-2	8	-3	i	0	2	-9	2.5	0
Cc1cccc(/C=N/NC(=O)Cn2nc(C)cc2C)n1	0.2	8	·	-11	-0.7	-3	6	-1	-1.2	3
CC(C)NC(=O)N(C)C[C@H]1Oc2c(NC(=O)c3ccc(-c4nccs4)cc3)cccc2C(=O)N([C@@H](C)CO)C[C@H]1C	1.1	6	-2	3	i	9	·	·	0.6&8.7	0
CCN1C(=O)c2ccc(C(=O)Nc3cccc(C(=O)O)c3)cc2C1=O	-1.0	-2	10	-5	0.0	2	-4	18	-0.2	-3
CC(=O)Nc1ccc(S(=O)(=O)N2CCCC2C(=O)O)cc1 (stereo not given)	-1.0	-4	-14	6	-0.4	2	2	6	·	-4
Cc1ccc(S(=O)(=O)/N=C2\C=C(NS(=O)(=O)c3ccccc3)C(=O)c3ccccc32)cc1	-2.0	0	·	·	-3.2	2	·	·	1.9	-6
CCOC(=O)Cc1cc(=O)n2[nH]c(C)c(-c3ccccc3)c2n1	-0.6	-15	-18	-29	i	3	-2	-6	·	2
COc1cccc(C(=O)OCCCN(C)C)c1	1.2	-7	-1	8	-4.5	-3	2	-14	-1.3	-2
CCS(=O)(=O)N1N=C(c2cccc(NS(C)(=O)=O)c2)CC1c1ccc(C)cc1 (stereo not given)	0.3	67*	-9	-10	-0.1	4	-2	16	1.9	17
Cc1cc(=O)n2ncnc2n1COCCO	-2.3	5	-16	1	-0.6	3	-3	-1	·	1
CN(C)CCCNC(=O)C1(O)c2cc(Br)ccc2NC(=O)N1c1ccc(Cl)cc1 (stereo not given)	0.6	5	-2	-1	i	-2	-1	20	-1.5	7
C[C@@H]1CN([C@@H](C)CO)C(=O)c2c(c3ccccc3n2C)-c2ccccc2CO[C@H]1CN(C)C(=O)[C@H](C)c1ccccc1	·	4	·	·	-1.0	31	·	·	1.3	-3
CC(C)CCN1C(=O)c2ccc(C(=O)OCC(=O)N(CC(C)C)C3CCS(=O)(=O)C3)cc2C1=O (stereo not given)	0.5	3	-2	6	i	14	·	·	0.6	-5
O=c1sc2ccccc2n1CCOc1ccccc1	4.9	1	-59	1	i	-1	-1	7	2.0	-3
CC(NCc1ccc([N+](=O)[O-])cc1)C1COc2ccccc2O1 (stereo not given)	-0.6	-6	-4	2	-0.5	4	0	6	-0.4	-4
O=C(c1cc(Cl)ccc1Cl)N1CCc2ccccc21	6.1	1	-26	6	-1.0	2	6	17	0.2	-11
CC(C)(C)NC(=O)C(OC(=O)Cn1nnc(-c2ccc(F)cc2)n1)c1ccncc1 (stereo not given)	-0.5	3	7	5	i	3	0	21	·	-2
C[C@@H]1C=C(C(=O)NC2CC2)O[C@H](OCc2ccc(CO)cc2)C1	-1.6	-1	-9	-3	i	-1	·	15	-1.1	-2
COc1cc2oc(=O)cc(-c3ccc(-c4ccc(OC(F)(F)F)cc4)cc3)c2c(OC)c1OC	2.6	-3	0	·	1.5	0	·	·	0.2	1
O=C(c1cc(F)ccc1F)C1CCCN(C(=O)c2ccc(F)cc2Cl)C1 (stereo not given)	3.1	0	-7	-1	i	11	6	35	0.2	-9
Cc1nn(Cc2ccc(Cl)c(Cl)c2)c(C)c1NC(=O)c1cn(-c2ccccc2)nc1-c1ccccc1	-0.9	0	-13	-9	-0.6	-6	0	-2	·	-2
COc1ccc(C(=O)NCC(c2cccnc2)N2CCN(c3ccc(F)cc3)CC2)cc1OC (stereo not given)	2.2	-6	2	3	-0.6	17	-1	9	0.5	-9
CC[C@@H]1C(c2ccccc2)=NN(c2ccccc2)[C@H]1C(=O)N1CCOC1=O	-0.1	-27	-52	·	i	-7	·	·	-1.8	-1
O=S(=O)(c1ccc(S(=O)(=O)N(Cc2ccccc2)Cc2ccco2)cc1)N1CCCC1	-0.5	-30	2	4	i	3	1	·	0.4	-4
Cc1ccc(C(=O)NC(C)c2ccc(C)c(C)c2)s1 (stereo not given)	2.2	11	-22	11	-0.8	-5	·	·	-0.3	-4
COC(=O)C1=C(O)/C(=C\c2ccc(OCC(=O)Nc3ccc(OC)cc3)cc2)N=C1C	0.9	12	7	-3	-0.2	1	0	4	1.6	0
CCCCCN(C(=O)CCC(=O)OCC(=O)N1CCCCC1CC)c1c(N)n(CCCC)c(=O)[nH]c1=O (stereo not given)	0.6	-1	-3	·	i	16	·	·	1.0	-1
